# PglD inh: PglD (C. jejuni) enzyme inhibition | purified PglD enzyme, DTNB colorimetric CoA detection | inhibition, % at 12.5 µM | AID 602405 | actives 0.098% (n = 360,000); in the data active = inhibition above about 16%, passing the limit was not always enough; note: strong numbers were not always called active
# PGC1a acetyl inh: lowers PGC1a acetylation signal in U2OS cells. AID 651687. inhibition, % at 15.6 µM. AlphaScreen anti-acetyl-lysine; with virally co-expressed GCN5 acetyltransferase. actives 0.17% (n = 350,000);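 active = every replicate shows inhibition of at least 40%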;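 note: 0% = neutral control wells and 100% = positive control wells; some results beyond the cut were filed as inactive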
# ERAP1 HTS inh: ERAP1 (human) enzyme inhibition; actives 0.15% (n = 340,000); recombinant ERAP1, Leu-AMC fluorescence, 60 min; Q9NZ08; inhibition, % at 10.7 µM;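 active = mean replicate inhibition of at least 30%, or all replicates individually reaching that 30% level; inactive = mean below 30% and not every replicate reaching it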;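 note: 0% = neutral control wells and 100% = L-leucinethiol positive control wells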
# Target sequence (Q9NZ08 whole entry, looked up): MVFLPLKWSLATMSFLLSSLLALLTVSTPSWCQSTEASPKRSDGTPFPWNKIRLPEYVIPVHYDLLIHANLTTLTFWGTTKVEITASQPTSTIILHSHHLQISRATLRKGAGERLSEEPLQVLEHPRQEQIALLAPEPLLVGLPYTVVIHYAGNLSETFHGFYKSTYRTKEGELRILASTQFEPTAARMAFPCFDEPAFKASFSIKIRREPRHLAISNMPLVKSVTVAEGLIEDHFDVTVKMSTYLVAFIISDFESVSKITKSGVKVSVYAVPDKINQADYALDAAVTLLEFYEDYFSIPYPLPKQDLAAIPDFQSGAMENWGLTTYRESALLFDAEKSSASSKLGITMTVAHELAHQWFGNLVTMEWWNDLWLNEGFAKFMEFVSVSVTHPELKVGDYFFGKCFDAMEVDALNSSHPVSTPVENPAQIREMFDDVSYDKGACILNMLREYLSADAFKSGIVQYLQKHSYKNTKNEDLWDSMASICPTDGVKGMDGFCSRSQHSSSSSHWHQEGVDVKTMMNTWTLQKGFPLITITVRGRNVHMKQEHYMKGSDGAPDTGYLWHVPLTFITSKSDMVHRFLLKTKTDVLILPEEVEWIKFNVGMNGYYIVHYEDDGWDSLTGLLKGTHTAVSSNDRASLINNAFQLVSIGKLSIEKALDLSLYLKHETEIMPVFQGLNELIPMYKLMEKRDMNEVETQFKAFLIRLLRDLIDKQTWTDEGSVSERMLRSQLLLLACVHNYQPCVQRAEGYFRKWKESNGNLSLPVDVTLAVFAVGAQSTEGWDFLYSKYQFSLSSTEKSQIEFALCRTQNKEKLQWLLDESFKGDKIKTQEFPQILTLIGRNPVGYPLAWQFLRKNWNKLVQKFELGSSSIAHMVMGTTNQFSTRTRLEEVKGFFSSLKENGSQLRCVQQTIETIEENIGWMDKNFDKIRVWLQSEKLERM
# FN deposition inh: fibronectin deposition inhibition; AH1F fibroblasts, Alexa488-fibronectin deposition fluorescence, overnight; inhibition, % at 12.6 µM; actives 0.086% (n = 350,000); AID 743247;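 active = mean inhibition across replicates of 30% or more, regardless of how many single replicates reach that level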;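 note: positive control wells lacked labelled fibronectin entirely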
#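 Material: AH1F fibroblasts assembling fluorescent fibronectin matrix; amount: 10000 AH1F cells/well; medium: DMEM, 2% serum; reagent: Alexa488-fibronectin, 24 nM final in well; dosing: single compound dose, delivered by pin transfer; incubation: 1 h adhesion, overnight exposure; detection: fluorescence after three HBSS washes, excitation 485 nm, emission 525 nm; measure: fibronectin deposition inhibition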
# PAX8 reporter: PAX8 transcriptional activity inhibition; actives 1.2% (n = 360,000); inhibition, % at 12.6 µM; AID 652154; RMG-I TPO-luciferase reporter, SteadyGlo, 24 h;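 active = mean replicate inhibition at least 60% with every replicate also reaching 60%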;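 note: luciferase light reporting Pax8 driven TPO promoter activity; plate controls were median of neutral control wells for no effect and mitoxantrone controls for full effect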
# LGR2 antag: inhibitors of bursicon-induced Drosophila LGR2 receptor cAMP signaling; HEK293 LGR2, CRE-luciferase, bursicon-stimulated, 4 h; inhibition, % at 9.99 µM; actives 0.35% (n = 380,000); AID 720647;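 active = drop in luminescence signal, shown as inhibition above about 50% in the replicate tests, limit read from the data, passing the limit was not always enough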;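 note: agonist challenge used bursicon conditioned medium at about half maximal strength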
# EWS-Fli block: EWS/Fli transcriptional activity inhibition; A673 NR0B1-luciferase reporter, viability-normalised; inhibition, % at 12.6 µM; actives 0.67% (n = 350,000); AID 651661;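 active = mean inhibition of at least 50% after viability correction, with every replicate also passing that limit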;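 note: firefly luciferase signal divided by Alamar Blue viability fluorescence both relative to DMSO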
# S100A4 inh HTS: S100A4-myosin IIA interaction inhibition; P26447; S100A4/TAMRA-MyoIIA peptide fluorescence polarization; inhibition, % at 10.7 µM; actives 0.14% (n = 360,000);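 active = mean inhibition of at least 70% across replicates, with every replicate also reaching that level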
# Target sequence (P26447 whole entry, looked up): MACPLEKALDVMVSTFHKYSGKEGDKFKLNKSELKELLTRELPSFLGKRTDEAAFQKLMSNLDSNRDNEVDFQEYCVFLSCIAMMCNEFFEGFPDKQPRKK
#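 Material: human S100A4 monomer with TAMRA-labelled myosin IIA peptide; buffer or medium: HEPES pH 7.2 with CaCl2, KCl, NaCl, DTT, Triton; compound dosing: one concentration per compound; schedule: 5 min incubation before reading; benchmarks: neutral control DMSO, positive control TFP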
# * hit, by the source's call; / = not tested or not shown. Outcome played no part in choosing rows. About 2.1% of those tested had a hit in this group.
SMILES,PglD inh,PGC1a acetyl inh,ERAP1 HTS inh,FN deposition inh,PAX8 reporter,LGR2 antag,EWS-Fli block,S100A4 inh HTS
COc1cc(NC2c3ccccc3C(=O)N2Cc2ccc3c(c2)OCO3)cc(OC)c1 (centres undefined),7,1,-2,-7,22,-3,7,-3
CC1CCN(C(=O)c2ccc(S(=O)(=O)N3CCCC3)cc2)CC1,-2,5,2,0,5,9,2,3
COCC(=O)Nc1ccc2c(c1)C(=O)N(C)C[C@@H](OC)[C@H](C)CN(CC1CC1)[C@H](C)CO2,-2,-1,-2,4,-3,7,-10,3
CC(Oc1ccc2c(-c3ccccc3)cc(=O)oc2c1)C(=O)N1CCOCC1 (centres undefined),-4,/,3,1,6,-6,4,-1
O=C1CC(c2ccccc2)CC(O)=C1C=NCCc1ccccc1 (centres undefined),/,11,3,/,3,6,-6,-8
C[C@@H]1CN([C@@H](C)CO)C(=O)c2cc(NS(=O)(=O)c3ccc(Cl)cc3)ccc2O[C@H]1CN(C)CC1CCCCC1,4,/,-2,-5,10,6,-6,-15
C=CCN1C(=O)SC(Cc2cccc(OC)c2O)C1=O (centres undefined),3,23,3,0,-25,-17,-3,-2
COc1ccc(-c2nc(-c3ccccc3)ncc2S(C)(=O)=O)cc1,/,/,-3,-16,-1,-22,3,-1
Cc1cc(NC(=O)CN2C(=O)NC(C)(c3ccccc3Cl)C2=O)no1 (centres undefined),-2,-6,-5,/,-13,12,10,-5
Clc1ccc(C(Cn2ccnc2)OCc2c(Cl)cccc2Cl)c(Cl)c1 (centres undefined),0,-15,1,3,26,26,17,-1
Cc1ccc2c(c1)c1c(n2C)C(=O)CCC1,-2,-3,/,13,/,/,/,-4
CCNC(=O)C1(C)CCN(Cc2ccccc2-c2ccccc2)C1 (centres undefined),1,-8,4,-19,17,0,0,7
Cc1nc2cc(C(F)(F)F)ccc2n1CCNc1nc(-c2ccc(F)cc2)cs1,-5,11,3,-8,6,/,-21,-9
O=C(NCCC1CCCCN1S(=O)(=O)c1ccccc1)C(=O)NCCN1CCOCC1 (centres undefined),2,/,-2,3,0,10,-2,0
C[C@@H]1CCCCO[C@@H](CN(C)Cc2ccc(C(=O)O)cc2)[C@@H](C)CN([C@H](C)CO)C(=O)c2cc(NC(=O)NC3CCCCC3)ccc2O1,1,7,0,/,2,-4,-2,4
CCOC(=O)c1ccc(N(CCC2CO2)S(=O)(=O)c2ccc(C)cc2)cc1 (centres undefined),/,/,0,-4,-5,5,4,-14
ON=C1C2CC=C(c3ccccc3)C1CCC2 (centres undefined),/,3,-2,3,9,8,-1,0
CCOC(=O)c1ccccc1NC(=O)Cc1c(C(=O)O)n(C)c2ccccc12,-1,-9,-3,-6,8,15,-9,0
CCOC(=O)CC1C(=O)NCCN1S(=O)(=O)c1cccc(C(F)(F)F)c1 (centres undefined),0,0,2,/,10,4,-1,-2
CCOC(=O)c1cc2oc(C)cc2n1CC(=O)OC1CCCCC1,2,-28,7,/,/,4,9,0
CSc1cccc(-n2c(C)cc(C(N)=O)c2C)c1,-5,5,/,-4,-4,/,/,/
COc1ccccc1OCCSc1nc2ccccc2n1CCC(=O)O,-2,-4,3,-1,-16,-10,1,2
COCCNC(=S)NC12CC3CC(CC(C3)C1)C2,1,-9,/,-5,-8,/,/,/
O=C(C[n+]1cc(-c2ccccc2)n2c1CCC2)c1cccs1,-1,/,-1,4,23,30,-3,-3
CC1CCCC(NC(=O)COC(=O)c2ccccc2C(=O)N(C)C2CCCCC2)C1C (centres undefined),0,1,1,4,-3,2,0,-4
Cc1cccc(C)c1OCC(=O)Nc1ccc2c(c1)C(=O)NC2=O,3,-4,-3,/,-9,8,/,2
O=C1CN(S(=O)(=O)Cc2ccccc2)C[C@H]2[C@@H](c3ccc(C#CC4CC4)cc3)[C@@H](CO)N12,/,2,-2,/,6,-9,-9,1
Cc1c(Cl)cnc(NC(=O)COC(=O)c2cccc(S(=O)(=O)N3CCc4ccccc4C3)c2)c1Cl,5,3,-1,-4,12,-21,10,-13
COCC(=O)Nc1ccc2c(c1)C(=O)N(C)[C@H]1CC[C@H](CC(=O)O)O[C@H]1CO2,-2,7,/,0,9,-19,5,/
CCN1CCN(CC(O)COCc2cc(OC)c(OC)c(OC)c2)CC1 (centres undefined),/,/,7,6,-1,1,-7,-2
COc1ccc(NC(=O)Nc2ccc3c(c2)CC(=O)N([C@H](C)CO)C[C@H](C)[C@H](CN(C)C(=O)Nc2ccc4c(c2)OCO4)O3)cc1,-1,9,1,/,-2,-7,-58,-6
COc1ccc(-n2nc3c(c2NC(=O)COc2ccccc2F)CS(=O)(=O)C3)cc1,2,5,1,5,1,-3,/,4
Cc1ccc(NC(=O)CCn2cnc3ccccc3c2=O)cc1,7,1,-6,5,-12,-12,-6,5
O=C(NCCc1ccccc1)c1ccc2nc(N3CCOCC3)sc2c1,1,-25,2,3,-18,-19,-35,2
C/C=C/c1ccc([C@H]2[C@H](CO)N(C(=O)CN(C)C)C23CN(C(=O)C2CCOCC2)C3)cc1,/,4,2,1,/,-25,0,-3
C[C@H]1CN([C@@H](C)CO)C(=O)c2cc(NS(=O)(=O)c3ccccc3)ccc2O[C@H]1CN(C)Cc1ccncc1,2,3,3,3,-21,-11,-1,9
C[C@H](CO)N1C[C@H](C)[C@@H](CN(C)Cc2ccc(F)cc2)Oc2ncc(-c3ccccc3F)cc2C1=O,3,-8,0,-5,/,-23,-3,6
COc1cc(OC)cc(C(=O)Nc2ccc3c(c2)n(C)c(=O)n3C)c1,0,7,2,8,9,-8,-8,-7
O=C(NCCCN1CCN(c2ccccc2F)CC1)C1CCC(=O)N1C1CCCCC1 (centres undefined),4,7,-2,/,/,7,9,5
OC1(c2ccccc2)CC(c2ccccc2)c2ccccc2O1 (centres undefined),9,-10,1,19,10,15,2,1
C[C@@H]1CN([C@H](C)CO)C(=O)c2cccc(NC(=O)C3CC3)c2O[C@@H]1CN(C)CC1CCCCC1,-4,6,-2,/,/,-6,-12,9
CCOc1cc(C(=O)N2CCC(CC3CC(c4cccc(Br)c4)=NO3)(C(=O)NCC3CCCCC3)CC2)cc(OCC)c1OCC (centres undefined),5,-12,1,14,11,-7,-3,2
C[C@H]1CN([C@@H](C)CO)C(=O)c2cccc(N(C)C)c2O[C@H]1CN(C)C(=O)Nc1ccc(F)cc1,4,12,-2,2,-10,-2,-4,0
COc1ccc(-c2nc3ccccc3c(=O)n2CCc2ccc(O)cc2)cc1,/,/,-2,7,-29,-14,-5,-15
CC(=O)O[C@@H]1[C@H](OC(=O)CC(C)C)c2c(ccc3ccc(=O)oc23)OC1(C)C,-3,2,2,6,-10,-16,-14,2
Cc1ccc(C(=O)N(CCN(C)C)CC2CCCN(Cc3ccccc3F)C2)cc1C (centres undefined),-5,17,-2,-12,18,3,8,0
O=C1C(Cl)=C(Nc2ccccc2)C(=O)c2ccccc21,-1,/,4,20,-12,-9,/,-1
COCC(=O)N1CCC2(CC1)CN(C(=O)Cc1ccccc1)[C@H](CO)c1c2c2ccc(OC)cc2n1C,/,6,-4,/,/,-2,5,6
O=C(Oc1cccc2ccccc12)c1cc(Cl)nc2ccccc12,/,/,15,27,10,1,25,5
N#C[C@@H]1[C@H](c2ccc(C3=CCCCC3)cc2)[C@H](CO)N1S(=O)(=O)c1cccc(F)c1,-1,2,0,-6,-12,-3,-18,-8

# More records
SMILES,PglD inh,PGC1a acetyl inh,ERAP1 HTS inh,FN deposition inh,PAX8 reporter,LGR2 antag,EWS-Fli block,S100A4 inh HTS
CCCCC(=O)Nc1cccc(C(C)O)c1 (centres undefined),/,/,2,-5,-12,-10,3,6
C[C@@H]1CN([C@H](C)CO)C(=O)Cc2cc(NS(C)(=O)=O)ccc2O[C@H]1CN(C)C(=O)Nc1ccc2c(c1)OCO2,3,0,4,/,-32,-6,-12,-5
O=S(=O)(c1ccccc1)C1(C2CC(c3ccccc3)=NO2)CC(O)C1 (centres undefined),-5,13,3,-17,-8,9,-1,-2
COc1c(C)cc(C(=O)C2CCCN(C(=O)CCCn3cncn3)C2)cc1C (centres undefined),-3,2,-2,-8,-5,11,-2,-3
CCCc1cnc(N2CCN(S(C)(=O)=O)CC2)nc1,/,/,1,11,-33,-4,-40,1
O=C1CCC([N+](=O)[O-])C(c2ccc(C(F)(F)F)cc2)N1 (centres undefined),/,-9,/,7,-4,-1,6,-12
NS(=O)(=O)c1ccc(CCNC(=O)c2ccc3c(c2)OCCO3)cc1,/,8,0,5,6,-15,-1,0
O=C(C[C@@H]1C[C@H]2c3cc(NS(=O)(=O)c4ccc(F)cc4)ccc3O[C@H]2[C@H](CO)O1)N1CCOCC1,2,5,1,5,7,-23,6,14
CC(C)=CC(=O)N1CCC(N2CCC(C(=O)NCC3CCCO3)CC2)CC1 (centres undefined),0,2,3,-1,4,12,1,-1
c1ccc2oc(-c3[nH]ncc3CN3CCC(N4CCSCC4)CC3)cc2c1,/,/,0,-5,-4,6,-12,0

# Some of these compounds in order of count of non-hydrogen atoms, largest number first:
SMILES,PglD inh,PGC1a acetyl inh,ERAP1 HTS inh,FN deposition inh,PAX8 reporter,LGR2 antag,EWS-Fli block,S100A4 inh HTS
N#C[C@@H]1[C@H](c2ccc(C3=CCCCC3)cc2)[C@H](CO)N1S(=O)(=O)c1cccc(F)c1,-1,2,0,-6,-12,-3,-18,-8
COCC(=O)Nc1ccc2c(c1)C(=O)N(C)[C@H]1CC[C@H](CC(=O)O)O[C@H]1CO2,-2,7,/,0,9,-19,5,/
Clc1ccc(C(Cn2ccnc2)OCc2c(Cl)cccc2Cl)c(Cl)c1 (centres undefined),0,-15,1,3,26,26,17,-1

# Continued.
SMILES,PglD inh,PGC1a acetyl inh,ERAP1 HTS inh,FN deposition inh,PAX8 reporter,LGR2 antag,EWS-Fli block,S100A4 inh HTS
O=C(Nc1ccc(CN2CCCCC2)cc1)Nc1ccccc1Cl,/,/,-3,/,-76,-28,-79,-3
C[C@@H]1CN([C@H](C)CO)C(=O)c2cccc(NC(=O)Nc3ccc4c(c3)OCO4)c2O[C@@H]1CN(C)S(=O)(=O)c1cccs1,-5,2,-1,/,/,-3,-7,-4
CCc1onc(C)c1C(=O)Nc1cc(C)ccc1OC,-1,/,-1,/,/,11,/,-2
COc1ccccc1Cn1c(=S)[nH]c2cc(C(=O)NCC3CCCO3)ccc2c1=O (centres undefined),/,/,1,3,13,7,9,-3
COC(=O)c1c(C(=O)OC)c2n(c1C)CCC2,2,-16,4,-11,8,1,/,-2
COc1ccc2c3c([nH]c2c1)[C@H](CO)N(C(=O)c1ccncc1)CC31CN(C)C1,/,7,0,-3,-39,-23,-3,7
CCOc1c(C)cnc2c1c(=O)n(Cc1ccc(Cl)cc1)c(=O)n2C,2,/,1,6,4,19,-5,-18
CCC[C@@H]1C[C@@H](C(=O)NC(C(C)Cl)[C@H]2O[C@H](SC)[C@H](O)[C@@H](O)[C@H]2O)N(C)C1 (some centres undefined),7,4,-1,-10,6,2,-7,8

# Not a retest: five of the compounds above.
SMILES,PglD inh,PGC1a acetyl inh,ERAP1 HTS inh,FN deposition inh,PAX8 reporter,LGR2 antag,EWS-Fli block,S100A4 inh HTS
O=C(Nc1ccc(CN2CCCCC2)cc1)Nc1ccccc1Cl,/,/,-3,/,-76,-28,-79,-3
C[C@@H]1CN([C@H](C)CO)C(=O)c2cccc(NC(=O)Nc3ccc4c(c3)OCO4)c2O[C@@H]1CN(C)S(=O)(=O)c1cccs1,-5,2,-1,/,/,-3,-7,-4
CCc1onc(C)c1C(=O)Nc1cc(C)ccc1OC,-1,/,-1,/,/,11,/,-2
COc1ccccc1Cn1c(=S)[nH]c2cc(C(=O)NCC3CCCO3)ccc2c1=O (centres undefined),/,/,1,3,13,7,9,-3
COC(=O)c1c(C(=O)OC)c2n(c1C)CCC2,2,-16,4,-11,8,1,/,-2

# Screening data as filed in PubChem BioAssay.
